Screening data: PubChem, The Scripps Research Institute Molecular Screening Center
DDE Tn6 FP inh: DD(E)-Tn6 binding inhibition, primary FP screen. inhibition, % at 8.3 µM. AID 720509. Fibrin DD(E) TRITC-Tn6 fluorescence polarization displacement. 0.21% of 370,000 active. P02675;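 active = inhibition above a per-campaign cutoff: mean of compounds within control limits plus 3 SD, cut at about 15% in these data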;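 note: 0% = median of all compound wells on the plate and 100% = blocking peptide control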
Target sequence (P02675 whole entry, looked up): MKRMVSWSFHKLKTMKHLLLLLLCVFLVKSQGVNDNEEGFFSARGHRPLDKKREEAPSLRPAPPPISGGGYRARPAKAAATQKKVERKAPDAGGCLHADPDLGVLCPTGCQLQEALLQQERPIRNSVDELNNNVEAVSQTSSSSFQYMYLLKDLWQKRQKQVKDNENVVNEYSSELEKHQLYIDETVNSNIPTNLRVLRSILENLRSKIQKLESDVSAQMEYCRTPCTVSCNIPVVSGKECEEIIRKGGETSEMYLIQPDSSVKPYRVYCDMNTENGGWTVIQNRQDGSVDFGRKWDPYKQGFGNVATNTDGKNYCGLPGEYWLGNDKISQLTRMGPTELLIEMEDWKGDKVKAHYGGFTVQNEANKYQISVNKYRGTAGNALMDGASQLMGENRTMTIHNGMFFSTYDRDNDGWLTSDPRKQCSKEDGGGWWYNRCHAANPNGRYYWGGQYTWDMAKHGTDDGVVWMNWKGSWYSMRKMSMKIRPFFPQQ
ARFGAP1 inhibitor: inhibits rat ARF GTPase activating protein 1 | Q62848 | Arfgap1-stimulated ARF1 GTP hydrolysis, GDP FP detection | inhibition, % at 16.5 µM | 0.26% of 360,000 active;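 active = inhibition above a per-plate limit, mean inhibition of low control wells plus 3 SD, cut at about 25% in these data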;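 note: 0% = DMSO wells with enzyme and 100% = wells lacking Arfgap1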
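system = rat Arfgap1 catalytic domain, aa 1-136 | technique = FP, GDP Alexa 633 tracer displaced from anti-GDP antibody, 620/688 nm | compound = one concentration, 16.5 µM, DMSO 1.26% | medium = HEPES-based buffer, pH 7.5 | timing = compound-enzyme preincubation 20 min, reaction 120 min, detection 60 min, 25 °C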
ASAP1 GAP inh: blocks human ASAP1-stimulated Arf1 GTP hydrolysis | 0.19% of 360,000 active | inhibition, % at 16.5 µM | Q9ULH1 | GDP FP detection; in the data active = inhibition above about 25%;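 note: 0% = vehicle with enzyme and substrate and 100% = no enzyme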
PLC-gamma1 inh: blocks human PLC-gamma1 enzyme activity; P19174; purified PLC-gamma1, fluorogenic substrate, fluorescence; inhibition, % at 12.2 µM; 0.84% of 370,000 active; AID 720700; in the data active = inhibition above about 9.5%
ADAM10 inh: inhibits human ADAM10; O14672; recombinant ADAM10, EDANS/DABCYL FRET peptide cleavage, 3 h; inhibition, % at 7 µM; 0.62% of 370,000 active; AID 720582;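 active = inhibition above a per-campaign cutoff equal to the mean of compounds falling between control-based bounds plus 3 SD, cut at about 20% in these data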;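 note: 0% = DMSO wells while the 100% control is not disclosed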
KLK7 zymogen act: activators of human kallikrein-7 zymogen; P49862; purified proKLK7, EDANS-DABCYL substrate fluorescence; 100% is mature enzyme control, 0% vehicle; activation, % at 7 µM; 0.9% of 370,000 active; AID 652039;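 active = activation above the mean of all tested compounds plus 3 SD, computed per campaign excluding outliers beyond control limits, cut at about 13% in these data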
Target sequence (P49862 whole entry, looked up): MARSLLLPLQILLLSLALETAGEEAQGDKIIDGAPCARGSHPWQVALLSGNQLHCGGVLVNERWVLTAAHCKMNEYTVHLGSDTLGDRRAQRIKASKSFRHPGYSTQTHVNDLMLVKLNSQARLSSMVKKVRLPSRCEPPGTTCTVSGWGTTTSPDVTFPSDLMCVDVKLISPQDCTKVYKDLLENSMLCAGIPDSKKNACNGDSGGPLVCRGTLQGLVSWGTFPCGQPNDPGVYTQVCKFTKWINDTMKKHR
TDP2 absorb: blocks human TDP2 phosphodiesterase activity; O95551; 0.34% of 370,000 active; inhibition, % at 12.8 µM; recombinant TDP2, T5PNP hydrolysis, p-nitrophenol absorbance 415 nm;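 active = inhibition above the mean of all tested compounds plus 3 SD, set per campaign, cut at about 25% in these data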;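 note: 0% = DMSO with enzyme and 100% = buffer with substrate but no TDP2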
Target sequence (O95551 whole entry, looked up): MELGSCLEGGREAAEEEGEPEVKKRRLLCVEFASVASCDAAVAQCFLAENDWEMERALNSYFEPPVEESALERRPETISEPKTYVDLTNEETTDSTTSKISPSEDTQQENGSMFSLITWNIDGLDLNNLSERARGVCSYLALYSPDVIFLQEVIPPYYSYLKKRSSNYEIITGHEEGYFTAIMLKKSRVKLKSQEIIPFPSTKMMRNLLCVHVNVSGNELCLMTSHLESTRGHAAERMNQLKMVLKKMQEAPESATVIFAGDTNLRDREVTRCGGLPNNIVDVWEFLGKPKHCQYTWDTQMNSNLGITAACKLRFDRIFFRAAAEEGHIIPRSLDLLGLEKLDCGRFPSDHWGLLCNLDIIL
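Test system: Human TDP2 enzyme | Reagent: 5 mM T5PNP | Compound dosing: 12.8 µM single point, 1% DMSO | Incubation: Enzyme reaction with compound for 2 h at 37 °C | Technique: p-Nitrophenol epi absorbance | Read-out: % inhibition relative to enzyme-containing and enzyme-free wells | Benchmarks: High control without enzyme, low control DMSO plus TDP2 | Replicates: Singlicate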
DDE Tn7 FP inh: inhibitors of Tn7 peptide binding to human fibrin DD(E). inhibition, % at 8.3 µM. P02675. FP displacement of FITC-Tn7 peptide from fibrin DD(E); 0% = median of compound wells per plate. 0.13% of 370,000 active;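 active = inhibition above the mean of compounds falling within the control limits plus 3 SD of them, cut at about 14% in these data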;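 note: 0% = plate median of compound wells and 100% = 10 µM Aha-Tn7 peptide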
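system = human fibrin DD(E) protein | quantity = DD(E) 2 µM final | medium = Tris/NaCl/CaCl2 buffer, pH 7.8 | also added = labelled Tn7 tracer, 0.1 µM | compound dosing = single point at 8.3 µM | timing = compound with protein 10 min, then 3 h after probe, room temperature | signal = FP measurement | benchmarks = Aha-Tn7 high control | repeats = one replicate per compound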
ADAM17 inh: inhibitors of human ADAM17; P78536; recombinant ADAM17, EDANS/DABCYL FRET peptide cleavage; inhibition, % at 6.95 µM; 0.83% of 370,000 active;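 active = inhibition above the mean of compounds lying between control limits plus 3 SD, set per campaign, cut at about 8.5% in these data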;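 note: 0% = DMSO-only wells as the low control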
LEDGF integ inh: blocks HIV-1 LEDGF/p75-dependent DNA integration | inhibition, % at 3.7 µM | TR-FRET IN-LEDGF/p75 DNA integration, Eu/Cy5 | 0.64% of 370,000 active | AID 743269;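 active = inhibition above the screen-wide mean plus 3 SD, cut at about 13% in these data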;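 note: signal is the Cy5 over europium emission ratio at 671 and 618 nm; 0% = plate median of compound wells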
Numbers without * were called inactive; i = inactive; . = no result given.

SMILES	DDE Tn6 FP inh	ARFGAP1 inhibitor	ASAP1 GAP inh	PLC-gamma1 inh	ADAM10 inh	KLK7 zymogen act	TDP2 absorb	DDE Tn7 FP inh	ADAM17 inh	LEDGF integ inh
C#CCN1CC(C)/C(=N/O)CC1C (stereo not drawn)	-3	0	5	5	7	0.3	1	4	-4	-3
O=C(c1cc2ccccc2cc1OCC(O)CN1CCCCC1)N1CCCCC1 (stereo not drawn)	-3	-2	-7	-1	0	0.6	-14	-5	2	4
O=S(=O)(c1ccc(Nc2ccc3c(c2)OCO3)nc1)N1CCOCC1	-2	6	-8	-6	-8	-0.2	1	3	1	-3
O=S(=O)(NCCc1ccccn1)c1cc(Cl)cc(Cl)c1O	-2	4	-3	6	0	-0.3	-1	1	-1	6
CC1CCc2c(sc3ncnc(NCc4cccnc4)c23)C1 (stereo not drawn)	2	-4	6	1	7	0.3	-4	3	2	6
CCC(CC)c1nnc(NC(=O)CCc2ccccc2OC)s1	-1	0	-7	1	-8	0.1	4	-6	-4	0
CC1CN(C(=O)c2cc(S(=O)(=O)N3CCCC3)c(Cl)cc2Cl)CC(C)O1 (stereo not drawn)	5	2	-1	9	3	0.7	-12	-2	3	7
O=C(c1cc(S(=O)(=O)N2CCOCC2)ccc1F)N(CCc1ccccc1)Cc1ccccc1	-4	1	10	2	6	0.7	7	-9	4	1
O=C(Nc1ccc(Br)cc1)/C(=C/c1cccc([N+](=O)[O-])c1)NC(=O)C1CCCCC1	-1	2	-6	3	-3	-0.2	7	-3	0	0
CN(Cc1cn(C)nc1-c1cccc(Cl)c1)CC1CCCCO1 (stereo not drawn)	-1	-2	-7	1	-10	-0.7	-6	-4	-2	-10
CCCC1=Nc2cc(C(=O)NCc3ccco3)ccc2Sc2ccccc21	1	-1	-2	3	9	0.0	-10	-2	5	1
COc1cc(OC)cc(C(=O)O/N=C(\N)c2cccc(C)c2)c1	8	3	14	0	1	-0.1	9	-7	-3	-8
CCCn1nc(Oc2nc(N(C)C)nc(N(C)C)n2)ccc1=O	-2	12	-19	2	-1	0.8	3	0	-3	1
CCCCCCCC(=O)N[C@H]1CC[C@@]23CCCN2C(=O)CCC[C@H]3[C@H]1CCC	2	.	.	2	-4	.	0	3	-4	5
CC(C)(C)NC(=O)c1cc(NC(=O)c2ccco2)cc(NC(=O)c2ccco2)c1	2	2	14	3	7	0.2	-15	3	1	-4
CC(=O)c1cc(-c2ccccc2)n(CC(=O)NCc2ccc(F)cc2)c1C	-2	.	.	-5	-1	0.3	11	6	3	-1
COCCCN1C(=O)N(c2ccc(F)cc2)C(=O)C1CC(=O)Nc1ccc(OC)cc1 (stereo not drawn)	6	7	-8	-3	3	-0.1	3	7	-4	-3
Cc1ccc(NC(=O)Nc2nnc([C@@H]3C[C@H](O)[C@@H](CO)O3)s2)cc1	6	18	5	2	1	0.0	1	-3	0	1
O=C(CN1C(=O)NC2(CCCC2)C1=O)Nc1cc(S(=O)(=O)N2CCOCC2)ccc1OCC(F)(F)F	-8	4	13	1	-7	0.1	9	-5	-5	-1
CCC(=O)Nc1ccc(NC(=O)CCc2ccccc2)cn1	1	-13	-1	-3	-4	0.1	2	-2	-2	5
O=C(COC(=O)c1cc([N+](=O)[O-])ccc1NCCO)Nc1cccc(S(=O)(=O)N2CCCC2)c1	-7	-10	11	-5	4	0.1	-10	5	1	-5
CC(=O)Nc1ccc(S(=O)(=O)N(C)CC(=O)OCC(=O)N(C)C2CCS(=O)(=O)C2)cc1 (stereo not drawn)	-6	-1	4	9	4	0.5	-3	-2	4	4
O=C(N1CCCCC1)N1CCC(c2nc3ccccc3[nH]2)CC1	4	10	-7	2	-4	0.2	-15	-1	-6	-3
COCCN(C(=O)C(C)C)c1nnc(-c2cccc(C)c2)s1	-2	2	-5	-1	-6	0.0	5	-5	-5	1
CCCN(C(=O)C1CCCN(c2ncnc3c2nc2n3CCCCC2)C1)c1ccccc1C (stereo not drawn)	0	-13	9	1	7	0.0	4	0	-19	0
CCCCN(C(=O)c1ccc(C#N)cc1)c1c(N)n(CCC)c(=O)[nH]c1=O	-6	13	-5	-5	-5	0.4	-2	-1	-3	-2
Cc1ccccc1NC(=O)NCCc1c[nH]c2ccccc12	-10	-4	-1	0	-1	0.0	17	-3	-2	-3
CCCC(C)C(=O)Nc1cc(S(=O)(=O)N2CCCCC2)ccc1N1CCOCC1 (stereo not drawn)	-5	10	5	5	-4	-0.4	1	-1	-10	3
CC(=O)c1c(C)[nH]c(C(=O)OCc2ccc([N+](=O)[O-])cc2)c1C	-4	-1	-3	-1	-9	0.4	5	-3	-4	1
CC(C)[Si]1(C(C)C)OCC2OC(n3cnc4c(N)ncnc43)C(N)C2O[Si](C(C)C)(C(C)C)O1 (stereo not drawn)	-1	2	-11	3	11	-0.4	-1	1	5	2

Full records from above. Order of values: DDE Tn6 FP inh, ARFGAP1 inhibitor, ASAP1 GAP inh, PLC-gamma1 inh, ADAM10 inh, KLK7 zymogen act, TDP2 absorb, DDE Tn7 FP inh, ADAM17 inh, LEDGF integ inh
O=C(CN1C(=O)NC2(CCCC2)C1=O)Nc1cc(S(=O)(=O)N2CCOCC2)ccc1OCC(F)(F)F as listed: -8, 4, 13, 1, -7, 0.1, 9, -5, -5, -1
CCCCN(C(=O)c1ccc(C#N)cc1)c1c(N)n(CCC)c(=O)[nH]c1=O as listed: -6, 13, -5, -5, -5, 0.4, -2, -1, -3, -2

Further compounds follow:
SMILES	DDE Tn6 FP inh	ARFGAP1 inhibitor	ASAP1 GAP inh	PLC-gamma1 inh	ADAM10 inh	KLK7 zymogen act	TDP2 absorb	DDE Tn7 FP inh	ADAM17 inh	LEDGF integ inh
Cc1ccc(F)c(S(=O)(=O)NC(=O)C2(C)CCN2C(=O)Cc2ccc(C(C)(C)C)cc2)c1 (stereo not drawn)	-2	4	10	0	5	0.0	0	-6	0	-2
CC(=O)c1ccc2oc3ccccc3c(=O)c2c1	2	-5	8	2	-5	-0.8	-6	-4	-2	2
CC1(CSc2ccccc2)CC(=O)N1 (stereo not drawn)	2	-10	0	2	-1	-0.3	4	3	-2	-2
CCOC(=O)C1CCCN(C(=O)COC(=O)c2cc(=O)c3ccccc3o2)C1 (stereo not drawn)	6	0	-3	1	0	0.0	9	-4	-2	5
O=C(NNC(=O)c1cc2c(s1)CCCC2)c1ccccc1	10	-10	5	0	-7	0.7	-2	0	-4	2
O=C(NCc1n[nH]c(=S)n1-c1ccc(Cl)c(Cl)c1)c1ccc(S(=O)(=O)N2CCOCC2)cc1	-2	2	-4	2	7	0.4	11	5	1	2
COc1ccc(NC(=O)c2cccnc2)cc1	0	3	-2	2	6	-0.3	8	-3	4	2
Cn1c(SCc2cccc(Br)c2)nnc1-c1ccncc1	-3	0	1	1	-7	-0.4	-14	-4	-4	-7
Cc1[nH]c2ccc(F)cc2c(=O)c1SC(F)(F)C(F)F	5	10	4	3	1	0.4	-14	5	8	5
O=C(CSc1ccc2nnc(-c3ccccc3)n2n1)NCc1ccc2c(c1)OCO2	-4	5	-2	1	-5	0.5	5	-3	-1	1
CCOCCCNC(=O)c1ccc(NC(=O)C2=CSCCO2)cc1	4	-5	-3	1	-7	-0.2	-2	1	-2	0
Cc1ccc(-c2nn3c(-c4ccccc4)nnc3o2)cc1	-3	10	-13	-1	-4	-0.6	2	3	-3	-7
O=C(c1ccccc1F)N(NC(=O)C(O)(c1ccccc1)c1ccccc1)c1ccccc1	-3	-1	8	3	4	-0.3	4	5	-2	-4
Cc1ccc2c(CN3CCN(CCO)CC3)cc(=O)oc2c1C	6	-6	-5	-2	-6	-0.1	10	3	-4	-2
O=C(COc1ccc(F)cc1)N(CC1=CCS(=O)(=O)C1)c1ccccc1	6	2	-8	1	0	0.1	6	-9	-1	1
O=C(N/N=C/c1cn(-c2ccccc2)nc1-c1cc2ccccc2o1)c1ccccc1Br	-9	2	13	-6	6	-0.6	1	-3	-1	-1
CCOC(=O)C1CCN(C(=O)C2CCN(S(=O)(=O)N3CCC4(CC3)OCCO4)CC2)CC1	0	13	-3	0	-2	0.0	2	1	-6	-4
N#C/C(C(=O)Oc1ccccc1)=C1\C=CC=CN1	3	-4	-2	-13	-4	0.2	5	-1	-3	-4
O=C(N/N=C/c1ccc[nH]1)c1ccncc1	-1	-7	0	-2	1	0.1	8	7	0	-3
COc1ccc(Oc2c(Cl)cnn(-c3cc(C)cc(C)c3)c2=O)cc1	5	.	.	3	1	.	-9	-3	1	3
CO[C@@]12[C@@H]3N[C@@H]3CN1C1=C(C(=O)C(N)=C(C)C1=O)[C@@H]2COC(N)=O	4	-2	-3	-18	-43	1.0	1	2	-9	15*
Cc1nc(NCc2ccco2)c2c3c(sc2n1)CCC3	-3	4	-2	0	1	-0.1	11	4	-3	3
Cc1ccc(C(=O)C(C)OC(=O)Cc2n[nH]c(=O)c3ccccc23)cc1C (stereo not drawn)	2	9	5	4	-9	-0.1	-2	-3	2	0
CCc1ccc(Cn2nnc(C(=O)Nc3cccc(C)c3)c2N)cc1	-4	6	6	2	8	0.3	-6	0	2	1
COc1ccc([N+](=O)[O-])cc1NC(=O)c1cn(-c2ccc(C)c(C)c2)c(=O)c2ccccc12	-10	-13	13	11*	2	-0.2	-11	-3	4	2
O=C(CCC(=O)N1CCN(S(=O)(=O)c2ccccc2Cl)CC1)c1ccccc1	-3	16	-1	0	-9	1.0	-3	7	-5	-6
CC(NC(=O)c1cc(-c2ccncc2)nc2ccc(Br)cc12)C1CCCO1 (stereo not drawn)	-2	16	-3	0	-3	0.0	-3	1	-4	-3
COC(=O)c1c(-c2ccc(C)cc2)csc1N	1	2	-5	-1	-6	0.1	3	-3	4	-1
Cc1cccc(C(=O)NC2CCN(CC(=O)N3CCOCC3)CC2)c1	-10	5	-1	7	1	-0.8	3	3	-1	1
FC(F)(F)c1cc(-c2cccs2)nc2ncnn12	-2	5	0	i	i	19*	0	-1	i	0
Cc1nonc1C1CCCN1Cc1nc(-c2ccccc2Cl)oc1C (stereo not drawn)	1	1	11	-4	-9	-0.2	2	4	-7	-2
O=c1oc(-c2ccc(Br)cc2)nc2ccccc12	-3	-5	-8	1	3	0.1	3	8	-5	-3
COc1ccccc1OCCC(=O)Nc1nc(C)cs1	0	1	-2	-4	-9	0.5	10	0	-10	-1
CCn1ccnc1C(O)c1cccc2ccccc12 (stereo not drawn)	5	-8	-11	0	-4	0.4	14	6	-4	2
COc1ccc(NC(=O)C(c2ccccc2)N(C)C(=O)c2cnccn2)cc1 (stereo not drawn)	7	11	-3	-1	-2	0.4	-5	4	-2	-3
